IL-2 act: activators of IL-2 | activation, % (series mostly up to about 46 µM) | AID 652025 | 360,000 tested, 0.065% active | IL-2 activation reporter assay, cell-based qHTS; stimulated with anti-CD3/CD4/CD28 beads; in transgenic mouse T cells; in the data active means activation above about 50%; inconclusive means mostly about 30% to 49%; further: 0% is about no effect
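EGFP and DsRed fluorescence is measured by plate cytometry in unstimulated transgenic mouse T cells exposed to compound for 60 minutes, then stimulated 18 hours at 37 degrees C with anti-CD3/anti-CD4 beads plus anti-CD28.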
PI5P4Ka inh: PI5P4K alpha (human) kinase inhibition; PI5P4Kalpha enzyme, ADP-Glo luminescence, 60 min; active compounds read low; max response, %; 330,000 tested, 1.2% active; active means max response of -50% or lower; inconclusive means between -30% and -50%; inactive means -30% or higher; further: value at the top dose of about 77 µM; on the % scale 0 is the no-effect control and ±100 the full control effect
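Compounds were pin-transferred onto PI5P4Kalpha and substrate in HEPES pH 7.4 buffer with EGTA, CHAPS and 5% DMSO. ATP (5 microM final) started the reaction, which ran 60 minutes at room temperature before ADP-Glo detection.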
HEK293 tox: cytotoxicity counter-screen for GLP-1 receptor inverse agonists; Potency, µM (series often up to 38.3 µM), without a hit: at the highest dose activity change, negative = inhibition, actives largely listed as inhibitors; AID 624418; 410,000 tested, 0.13% active; HEK293 cAMP-luciferase reporter cells, luminescence, 24 h;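 further: loss of luciferase light is scored as toxicity; potency means the concentration at half of the fitted maximal effect; on the % scale 0 is the no-effect control and ±100 the full control effect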
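MLSMR compounds, 24 hr on cells at 37 deg C/5% CO2; luminescence after luciferase reagent (12 min RT). Inhibition counted as the undesired cytotoxic outcome.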
PTHR1 agonist: PTHR1 (human) receptor agonism. Q03431. HEK293 GP2 PTHR1 cells, GloSensor cAMP luminescence, 1 h. Potency, µM (top dose mostly 115 µM), for inactives: at the highest dose activation, most hits filed as activators. 410,000 tested, 0.075% active; further: potency means the concentration at half of the fitted maximal effect; nearly all actives have a fitted effect of over 55% in size; some results filed as inactive show a strong effect at the top dose; inactives centre near -15; many of its hits are not listed in these tables
Target sequence (Q03431 whole entry, looked up): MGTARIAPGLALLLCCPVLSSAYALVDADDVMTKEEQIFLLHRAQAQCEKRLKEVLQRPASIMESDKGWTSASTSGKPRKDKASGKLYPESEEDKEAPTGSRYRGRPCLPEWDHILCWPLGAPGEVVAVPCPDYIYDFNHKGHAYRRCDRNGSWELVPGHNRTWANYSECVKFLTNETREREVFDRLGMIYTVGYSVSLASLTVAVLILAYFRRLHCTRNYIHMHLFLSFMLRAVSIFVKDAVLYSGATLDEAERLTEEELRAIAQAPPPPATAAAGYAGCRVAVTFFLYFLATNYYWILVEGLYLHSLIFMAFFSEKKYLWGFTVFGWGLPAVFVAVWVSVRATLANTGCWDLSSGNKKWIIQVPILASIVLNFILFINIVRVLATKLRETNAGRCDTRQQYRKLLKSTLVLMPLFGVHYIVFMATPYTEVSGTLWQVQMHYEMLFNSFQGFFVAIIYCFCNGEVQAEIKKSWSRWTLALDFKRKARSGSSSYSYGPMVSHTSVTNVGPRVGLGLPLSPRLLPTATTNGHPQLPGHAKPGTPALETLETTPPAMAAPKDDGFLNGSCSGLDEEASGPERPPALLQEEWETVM
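HEK-293-derived GP2 cells expressing PTHR1 and a GloSensor cAMP reporter, 3,000/well, plated overnight, given luciferin plus IBMX (each 0.5 mM as added) for 1 h at 37 °C, then compound for 1 h at 37 °C. Luminescence was read after 15 min at room temperature.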
EPAC1 antag: blocks human EPAC1 exchange factor; O95398; EPAC1 GEF assay, Rap1b-BODIPY-GDP exchange fluorescence; Potency, µM (top dose mostly 115 µM), for inactives: at the top dose activity change, negative = inhibition, most hits filed as inhibitors; 360,000 tested, 0.14% active; AID 720709;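 further: potency means the concentration at half of the fitted maximal effect; plate controls were vehicle for no effect and positive control for full effect; nearly all actives have a fitted effect of over 50% in size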
PLK1 PBD inh: blocks phosphopeptide binding to human PLK1 polo-box domain | P53350 | Plk1 PBD binding of FITC phosphopeptide, fluorescence polarization | Potency, µM, for the others: max response, negative = inhibition, actives largely listed as inhibitors | 360,000 tested, 2.8% active | AID 720504; further: potency means the concentration at half of the fitted maximal effect; series mostly up to about 57 µM; on the % scale 0 is the no-effect control and ±100 the full control effect; nearly all actives have a fitted effect of over 65% in size
EPAC1 agonist: activates human EPAC1 exchange factor; O95398; EPAC1 agonist qHTS, biochemical assay; response scale: 100% = response to 6.5 mM cAMP; Potency, µM (titrated, usually from 154 µM), inactives show at the highest dose activation, most hits filed as activators; 360,000 tested, 0.073% active; further: potency means the concentration at half of the fitted maximal effect; nearly all actives have a fitted effect of over 60% in size
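Nucleotide exchange assay: 100 nM EPAC1 with 250 nM Rap1B loaded with BODIPY-GDP and 50 uM GDP, room temperature. Fluorescence (480/540 nm) read every 5 min for 30 min; signal change normalized to 6.5 mM cAMP as full agonist.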
GLP-1R inv ag: acts as inverse agonist at human GLP-1 receptor; HEK293 GLP-1R CRE-luciferase, luminescence, 24 h; GLP-1R form is constitutively active; Potency, µM (series often up to 38.3 µM), inactives show at the highest dose activity change, negative = inhibition, actives largely listed as inhibitors; 410,000 tested, 1.6% active; AID 624417; further: potency means the concentration at half of the fitted maximal effect; on the % scale 0 is the no-effect control and ±100 the full control effect; nearly all actives have a fitted effect of over 55% in size
Target sequence (P43220 whole entry, looked up): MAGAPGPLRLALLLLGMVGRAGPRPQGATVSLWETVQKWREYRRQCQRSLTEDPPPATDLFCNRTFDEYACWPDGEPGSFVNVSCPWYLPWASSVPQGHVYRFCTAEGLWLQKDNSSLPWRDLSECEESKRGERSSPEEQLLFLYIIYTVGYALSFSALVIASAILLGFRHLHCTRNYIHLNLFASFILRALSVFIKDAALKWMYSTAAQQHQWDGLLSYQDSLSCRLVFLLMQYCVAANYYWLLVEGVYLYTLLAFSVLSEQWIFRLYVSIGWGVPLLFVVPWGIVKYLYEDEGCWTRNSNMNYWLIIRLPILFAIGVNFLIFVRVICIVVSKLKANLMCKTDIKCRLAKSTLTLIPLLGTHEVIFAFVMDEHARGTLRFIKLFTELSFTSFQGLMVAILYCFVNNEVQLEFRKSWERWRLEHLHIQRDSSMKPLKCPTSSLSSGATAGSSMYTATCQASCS
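Stable HEK293 clone (constitutively active GLP-1R + cAMP-response luciferase); 200 cells/uL plated, 12 h pre-culture, compound 24 hr, 37 deg C/5% CO2; detection reagent 12 min RT; luminescence.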
GLP1R ag: agonists of human GLP-1 receptor; P43220; Potency, µM (top dose mostly 45.6 µM), inactives show top-dose activation, actives largely listed as activators; 380,000 tested, 0.007% active; HEK293 GLP-1R CRE-luciferase, luminescence, 4-6 h; cells express a hypersensitive GLP-1R form; further: potency means the concentration at half of the fitted maximal effect; % of control where 0% means no effect
An asterisk follows results filed as active; [ ] = dose if it differs, or a comment. Unless noted, the call rests on the fitted dose curve; in most records, active means well fitted curve in the direction sought with a large enough effect; inconclusive means small, poorly fitted or top-dose-only effect, or another doubt; inactive means no such curve, though single readings can be large; an effect the other way counts as inactive or inconclusive. Some of the compounds tested (hit frequency here may not be typical).

The opening two compounds, ahead of the listing:
`CS(=O)(=O)N1CCN(c2ccc(C(=O)NC3C4CC5CC(C4)CC3C5)cc2[N+](=O)[O-])CC1` (stereo not given) gave IL-2 act -1.7, HEK293 tox -10%, PTHR1 agonist -14%[57.5 µM], EPAC1 antag 0%, PLK1 PBD inh 3%, EPAC1 agonist 12%, GLP-1R inv ag 0% and GLP1R ag -2%.
Screening O=C(c1cccnc1)N(c1cc2sc(=O)oc2c2ccccc12)S(=O)(=O)c1ccccc1 returned IL-2 act -1.8, PI5P4Ka inh -69*, HEK293 tox -33%, PTHR1 agonist -12%, EPAC1 antag 7%, PLK1 PBD inh inconclusive, EPAC1 agonist -7%, GLP-1R inv ag 34%[activator] and GLP1R ag -21%.

The listing, from the first entry:
`CS(=O)(=O)N1CCN(c2ccc(C(=O)NC3C4CC5CC(C4)CC3C5)cc2[N+](=O)[O-])CC1` (stereo not given) gave IL-2 act -1.7, HEK293 tox -10%, PTHR1 agonist -14%[57.5 µM], EPAC1 antag 0%, PLK1 PBD inh 3%, EPAC1 agonist 12%, GLP-1R inv ag 0% and GLP1R ag -2%.
Screening O=C(c1cccnc1)N(c1cc2sc(=O)oc2c2ccccc12)S(=O)(=O)c1ccccc1 returned IL-2 act -1.8, PI5P4Ka inh -69*, HEK293 tox -33%, PTHR1 agonist -12%, EPAC1 antag 7%, PLK1 PBD inh inconclusive, EPAC1 agonist -7%, GLP-1R inv ag 34%[activator] and GLP1R ag -21%.
O=C(COc1ccc2ccc(=O)oc2c1)Nc1ccc(CN2CCOCC2)cc1 was read as IL-2 act -1.2, PI5P4Ka inh 10, HEK293 tox -2%, PTHR1 agonist inactive, EPAC1 antag 7%, PLK1 PBD inh 2%, EPAC1 agonist -1%, GLP-1R inv ag 16% and GLP1R ag 9%.
For CC(=O)Nc1cncc(-c2cccc(C(=O)N(C)C)c2)n1 the results were IL-2 act 0.4, PI5P4Ka inh -8, HEK293 tox 1%, PTHR1 agonist -25%, EPAC1 antag 6%, PLK1 PBD inh -2%, EPAC1 agonist -19%, GLP-1R inv ag 13% and GLP1R ag -5%.
O=c1cc(CN2CCN(c3ccccc3F)CC2)c2ccccc2o1 was read as IL-2 act -0.7, PI5P4Ka inh 1, HEK293 tox 4%, PTHR1 agonist -15%, EPAC1 antag -10%, PLK1 PBD inh -4%, EPAC1 agonist -1%, GLP-1R inv ag 18% and GLP1R ag 0%.
For O=c1c2ccccc2sn1-c1ccc(Cl)cc1Cl the results were IL-2 act -3.7, PI5P4Ka inh -105*, HEK293 tox -10%, PTHR1 agonist -41%[inhibitor], EPAC1 antag 0%, PLK1 PBD inh 2.7µM*, EPAC1 agonist -1%, GLP-1R inv ag inconclusive and GLP1R ag -4%.
For CCCNC1=C(N(C(C)=O)c2cccc(F)c2)C(=O)c2ccccc2C1=O the results were IL-2 act -0.2, PI5P4Ka inh 8, HEK293 tox inconclusive, PTHR1 agonist inactive, EPAC1 antag -10%, PLK1 PBD inh -2%, EPAC1 agonist -8%, GLP-1R inv ag 8.9µM* and GLP1R ag -40%[inhibitor].
`COc1ccc(-c2nc(-c3ccccc3)no2)c(OC)c1` gave IL-2 act 0.2, HEK293 tox -10%, PTHR1 agonist -81%[inhibitor][57.5 µM], EPAC1 antag 0%, PLK1 PBD inh -27%, EPAC1 agonist 17%, GLP-1R inv ag -14% and GLP1R ag -6%.
For O=C1c2ccccc2NC(c2cc(Cl)cc(Cl)c2O)N1Cc1cccnc1 (stereo not given) the results were IL-2 act -0.7, PI5P4Ka inh -3, HEK293 tox -4%, PTHR1 agonist -10%, EPAC1 antag 0%, PLK1 PBD inh -14%, EPAC1 agonist 10%, GLP-1R inv ag 12% and GLP1R ag 15%.
For CCCCc1ccc(NC(=O)c2c(C)noc2C)cc1 the results were IL-2 act -3.7, PI5P4Ka inh 6, HEK293 tox 8%, PTHR1 agonist -31%[inhibitor][57.5 µM], EPAC1 antag -12%, PLK1 PBD inh 1%, EPAC1 agonist 5%, GLP-1R inv ag -17% and GLP1R ag 11%.
`O=C(CCn1nnc2ccccc21)N1CCN(c2ccccc2)CC1` gave IL-2 act -0.4, PI5P4Ka inh -6, HEK293 tox 16%, PTHR1 agonist 11%, EPAC1 antag -8%, PLK1 PBD inh -14%, EPAC1 agonist 4%, GLP-1R inv ag -2% and GLP1R ag 0%.
Clc1ccc(N2CCN(c3cnc4ccccc4n3)CC2)cc1 was read as IL-2 act -0.8, PI5P4Ka inh 13, HEK293 tox -9%, PTHR1 agonist -11%[57.5 µM], EPAC1 antag 27%, PLK1 PBD inh 0%, EPAC1 agonist 3%, GLP-1R inv ag 4% and GLP1R ag 13%.
`COc1ccc(OC)c(NC(=O)c2cc3cc4ccc(C)cc4nc3s2)c1` gave HEK293 tox 6%, PTHR1 agonist -24%, GLP-1R inv ag -3% and GLP1R ag 0%.
`COc1ccc2nc(C)cc(NCCN3CCOCC3)c2c1` gave IL-2 act -1.1, PI5P4Ka inh 1, HEK293 tox 17%, PTHR1 agonist inactive, EPAC1 antag 3%, PLK1 PBD inh 0%, EPAC1 agonist 10%, GLP-1R inv ag 5% and GLP1R ag 6%.
COc1cccc(CNC(=O)CCC2CCCN(C(=O)c3cccnc3SC)C2)c1 (stereo not given) was read as IL-2 act 2.5, PI5P4Ka inh 0, HEK293 tox 5%, PTHR1 agonist -4%, EPAC1 antag -4%, PLK1 PBD inh -2%, EPAC1 agonist 12%, GLP-1R inv ag -7% and GLP1R ag 10%.
`COc1ccc2nc(N3CCCC3)[nH]c2c1` gave IL-2 act -0.5, HEK293 tox 8%, PTHR1 agonist inactive, EPAC1 antag 8%, PLK1 PBD inh -7%, EPAC1 agonist -1%, GLP-1R inv ag 12% and GLP1R ag -7%.
Screening CCCC(=O)Nc1ccc(Cl)c(NC(=O)c2cccc(OC)c2)c1 returned IL-2 act 3.8, PI5P4Ka inh 1, HEK293 tox -3%, PTHR1 agonist inactive, EPAC1 antag inconclusive, PLK1 PBD inh -3%, EPAC1 agonist 8%, GLP-1R inv ag inconclusive and GLP1R ag 12%.
Screening O=C(c1ccccc1)c1nc[nH]c1C(=O)Nc1ccccn1 returned IL-2 act -1.0, PI5P4Ka inh -6, HEK293 tox -6%, PTHR1 agonist inactive, EPAC1 antag 5%, PLK1 PBD inh -1%, EPAC1 agonist -2%, GLP-1R inv ag 85%[activator] and GLP1R ag 0%.
Screening COc1ccc(/C=N/Nc2nc3ccccc3s2)cc1O returned IL-2 act -3.7, PI5P4Ka inh 3, HEK293 tox -6%, PTHR1 agonist -34%[inhibitor], EPAC1 antag inconclusive, PLK1 PBD inh -10%, EPAC1 agonist -8%, GLP-1R inv ag inconclusive and GLP1R ag -2%.
`COC(=O)Cn1c(C)c(C#N)c2ccccc21` gave IL-2 act -0.9, PI5P4Ka inh 0, HEK293 tox -16%, PTHR1 agonist inactive, EPAC1 antag 9%, PLK1 PBD inh -12%, EPAC1 agonist 8%, GLP-1R inv ag -30% and GLP1R ag -8%.
Screening CCN(Cc1ccccc1)C(=O)CN1C(=S)NC(C)(C)CC1C (stereo not given) returned IL-2 act 1.6, PI5P4Ka inh 1, HEK293 tox -4%, PTHR1 agonist inactive, EPAC1 antag 6%, PLK1 PBD inh -5%, EPAC1 agonist 3%, GLP-1R inv ag 9% and GLP1R ag -7%.
Screening C/C=C\C=C/C(=O)Nc1cccc(C2=NOC3(C2)C[C@@H](C(N)=O)N(C(=O)CCCCC)C3)c1 (stereo not given in full) returned IL-2 act 0.1, PI5P4Ka inh -67*, HEK293 tox -20%, PTHR1 agonist -12%, EPAC1 antag 1%, PLK1 PBD inh inconclusive, EPAC1 agonist 7%, GLP-1R inv ag 4% and GLP1R ag 11%.
`CCOC(=O)N1CCN(c2cc(=O)n(Cc3ccc(F)cc3)c(=O)[nH]2)CC1` gave IL-2 act -0.4, HEK293 tox 11%, PTHR1 agonist inactive, EPAC1 antag -19%, PLK1 PBD inh -6%, EPAC1 agonist 1%, GLP-1R inv ag 8% and GLP1R ag -1%.
Screening NCc1csc(Nc2ccc(C(=O)c3ccccc3)cc2)n1 returned IL-2 act -0.3, PI5P4Ka inh 1, HEK293 tox -21%, PTHR1 agonist 7%, EPAC1 antag -4%, PLK1 PBD inh -10%, EPAC1 agonist -2%, GLP-1R inv ag inconclusive and GLP1R ag 0%.
`O=C(O)c1ccc(-c2nnc(-c3ccc([N+](=O)[O-])cc3)o2)cc1` gave IL-2 act -0.3, PI5P4Ka inh -4, HEK293 tox -6%, PTHR1 agonist -82%[inhibitor], EPAC1 antag 3%, PLK1 PBD inh 4%, EPAC1 agonist -9%, GLP-1R inv ag 4% and GLP1R ag -4%.
COc1cc(C(=O)OCC(=O)NC2CCS(=O)(=O)C2)c([N+](=O)[O-])cc1OC (stereo not given) was read as IL-2 act 2.4, PI5P4Ka inh -9, HEK293 tox -1%, PTHR1 agonist -14%, EPAC1 antag -7%, PLK1 PBD inh -3%, EPAC1 agonist 2%, GLP-1R inv ag 1% and GLP1R ag 7%.
For Cc1cc(C(=O)N/N=C/c2ccc(OC(=O)c3ccccc3Br)cc2)n[nH]1 the results were IL-2 act 2.0, PI5P4Ka inh -7, HEK293 tox -1%[0.307 µM], PTHR1 agonist -5%, EPAC1 antag -3%, PLK1 PBD inh -14%, EPAC1 agonist 1%, GLP-1R inv ag 5%[0.307 µM] and GLP1R ag -8%.
For CC(C)(C)OC(=O)[C@H](CCCCN)NC(=O)c1nc[nH]c1C(=O)NCCCCCN the results were IL-2 act -0.1, PI5P4Ka inh 4, HEK293 tox 1%, PTHR1 agonist -23%, EPAC1 antag 3%, PLK1 PBD inh -5%, EPAC1 agonist -9%, GLP-1R inv ag 0% and GLP1R ag -1%.
`COC(=O)CCCC(=O)NC(C)c1cnn(-c2ccccc2C)c1C` (stereo not given) gave IL-2 act 0.3, PI5P4Ka inh -5, HEK293 tox -4%, PTHR1 agonist inactive, EPAC1 antag -12%, PLK1 PBD inh -20%, EPAC1 agonist -2%, GLP-1R inv ag 0% and GLP1R ag 6%.
